# Assay outcomes deposited in PubChem BioAssay by National Center for Advancing Translational Sciences (NCATS).
# EPAC1 antag = blocks human EPAC1 exchange factor; O95398; EPAC1 GEF assay, Rap1b-BODIPY-GDP exchange fluorescence; Potency, µM (titrated, usually from 115 µM), inactives show top-dose activity change, negative = inhibition, actives largely listed as inhibitors; 0.14% of 360,000 active; AID 720709;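 also: plate controls were vehicle for no effect and positive control for full effect; nearly all actives have a fitted effect of over 50% in size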
# TDP-43 yeast inh = rescues yeast growth from TDP-43 toxicity | 1.8% of 410,000 active | AID 652104 | TDP-43 expressing yeast growth rescue, BacTiter-Glo, 24 h | Potency, µM (highest dose often 46.1 µM), for inactives: at the top dose growth rescue (activation), most hits filed as activators; also: % of control where 0% means no effect; nearly all actives have a fitted effect of over 50% in size
#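 Galactose-induced TDP-43 yeast, OD600=0.02, compound pinned; 24 hr, 30 deg C; BacTiter-Glo luminescence for growth. Inhibitors of TDP-43 toxicity read as activators.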
# EPAC2 antagonist = EPAC2 (human) antagonism; Q8WZA2; EPAC2 GEF exchange of Rap1B-BODIPY-GDP, fluorescence; Potency, µM (series often up to 114 µM), for the others: at the highest dose activity, negative = inhibition, usual class: inhibitors; 0.18% of 360,000 active; AID 720708; also: % is scaled to controls: 0 for no effect and ±100 for the full control effect; nearly all actives have a fitted effect of over 45% in size; many of its hits are not listed in these tables
# EPAC2 ag = EPAC2 (human) agonism; EPAC2 activation, biochemical qHTS; response scale: 100% = 6.5 mM cAMP response; 0.079% of 360,000 active; Q8WZA2; AID 720711; Potency, µM (titrated, usually from 154 µM), inactives show at the top dose activation, usual class: activators; also: nearly all actives have a fitted effect of over 50% in size
#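 Readout is BODIPY fluorescence (480 nm excitation, 540 nm emission), which falls as labeled GDP is exchanged off Rap1B. EPAC2 at 100 nM acted on 250 nM RAP1B-BODIPY-GDP with 50 uM GDP present.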
# PTHR1 agonist = agonists of human PTHR1 parathyroid hormone receptor; 0.075% of 410,000 active; Potency, µM (highest dose often 115 µM), for the others: top-dose activation, actives largely listed as activators; HEK293 GP2 PTHR1 cells, GloSensor cAMP luminescence, 1 h; Q03431; also: nearly all actives have a fitted effect of over 55% in size; some results filed as inactive show a strong effect at the top dose; inactives centre near -15; many of its hits are not listed in these tables
# Target sequence (Q03431 whole entry, looked up): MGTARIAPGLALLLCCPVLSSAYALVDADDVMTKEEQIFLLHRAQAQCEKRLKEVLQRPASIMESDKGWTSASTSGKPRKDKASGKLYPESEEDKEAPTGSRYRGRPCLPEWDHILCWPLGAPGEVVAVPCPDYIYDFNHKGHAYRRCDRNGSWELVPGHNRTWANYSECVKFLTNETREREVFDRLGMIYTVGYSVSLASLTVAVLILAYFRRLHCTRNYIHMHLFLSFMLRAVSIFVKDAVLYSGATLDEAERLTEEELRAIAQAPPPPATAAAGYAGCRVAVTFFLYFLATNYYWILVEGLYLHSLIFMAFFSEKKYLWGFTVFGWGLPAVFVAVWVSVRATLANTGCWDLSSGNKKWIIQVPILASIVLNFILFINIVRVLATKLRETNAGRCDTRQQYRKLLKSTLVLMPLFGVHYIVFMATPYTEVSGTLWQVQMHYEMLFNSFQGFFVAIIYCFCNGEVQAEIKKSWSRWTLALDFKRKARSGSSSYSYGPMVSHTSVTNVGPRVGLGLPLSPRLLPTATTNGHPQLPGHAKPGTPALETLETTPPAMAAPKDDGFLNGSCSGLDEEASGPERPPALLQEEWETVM
#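 HEK-293-derived GP2 cells expressing PTHR1 and a GloSensor cAMP reporter, 3,000/well, plated overnight, given luciferin plus IBMX (each 0.5 mM as added) for 1 h at 37 °C, then compound for 1 h at 37 °C. Luminescence was read after 15 min at room temperature.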
# aSyn rescue = rescues yeast growth from alpha-synuclein toxicity. Yeast expressing alpha-synuclein, growth rescue, BacTiter-Glo, 24 h. Potency, µM (highest dose often 46.1 µM), for inactives: at the top dose growth rescue (activation), most hits filed as activators. 0.14% of 370,000 active. AID 652106; also: % of control where 0% means no effect; nearly all actives have a fitted effect of over 65% in size
#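 Readout is rescue of growth in alpha-synuclein-expressing yeast, so inhibitors of toxicity appear as activators. Growth after 24 hr at 30 deg C in galactose medium is quantified by luminescence.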
# FUS yeast rescue = suppressors of FUS proteinopathy in yeast. 0.24% of 390,000 active. AID 1347120. S. cerevisiae FUS-expressing, growth rescue, OD600, 24 h. Potency, µM (highest dose often 76.6 µM), for the others: top-dose growth rescue (activation), most hits filed as activators;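 also: plate controls were DMSO vehicle for no effect and reference control for full effect; nearly all actives have a fitted effect of over 55% in size; some results filed as inactive show a strong effect at the top dose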
#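 FUS-expressing yeast, raffinose-pregrown, induced in 2% galactose minimal medium at OD 0.005; compounds in a dilution series, 24hr at 30C. Growth restoration read as absorbance at 600 nm. CP55940 positive control, DMSO negative.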
# EPAC1 agonist = EPAC1 (human) agonism; O95398; EPAC1 agonist qHTS, biochemical assay; response scale: 100% = response to 6.5 mM cAMP; Potency, µM (doses to about 154 µM), for inactives: top-dose activation, actives largely listed as activators; 0.073% of 360,000 active; AID 720707; also: nearly all actives have a fitted effect of over 60% in size
#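 Fluorescent GDP-exchange assay: 100 nM EPAC1 with 250 nM Rap1B preloaded with BODIPY-GDP and 50 uM GDP; compounds tested as concentration series, 5 min at room temperature, then read every 5 min for 30 min (ex 480/em 540 nm); normalized to 6.5 mM cAMP.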
# The depositor's hits bear a star; i = inactive; ? = inconclusive; nt = not tested or not shown; [ ] = remark or other dose. Calls follow the shape of the dose curve; as a rule, active = well fitted curve in the direction sought with a large enough effect; inconclusive = small, poorly fitted or top-dose-only effect, or another doubt; inactive = no such curve, though single readings can be large; an effect the other way counts as inactive or inconclusive. Potency is read from the fitted curve at half-maximal effect.
mol	EPAC1 antag	TDP-43 yeast inh	EPAC2 antagonist	EPAC2 ag	PTHR1 agonist	aSyn rescue	FUS yeast rescue	EPAC1 agonist
CCn1c(CNC(=O)c2ccccc2F)nnc1SCCOc1ccccc1	-13%	-16%	19%	1%	-12%	2%	20%	-14%
C[C@@H]1COC(=O)[C@@H](CC(=O)OC(C)(C)C)C/C=C\C[C@H](CC(=O)NCCO)C(=O)N1	-3%	-1%	1%	1%	i	1%	2%	9%
CCOC(=O)c1[nH]c2ccccc2c1NC(=O)c1ccc(S(=O)(=O)N2CCOCC2)cc1	-9%	0%	-6%	-3%	i	-9%	-27%	-8%
CC1(C(=O)Nc2cccc3cccnc23)CCN1C(=O)CCC1CCCC1 (centres undefined)	1%	-9%	-16%	6%	i	28%	25%	-1%
CCC(C)[C@H](NS(=O)(=O)c1ccc(C)cc1)C(=O)N1CCC(C(=O)N2CCC(C(N)=O)CC2)CC1 (some centres undefined)	-17%	19%	10%	10%	-2%	-7%	-11%	-8%
CC(Oc1ccc(Cl)cc1)C(=O)/C=C/N(C)C (centres undefined)	-28%	-52%[inhibitor]	1%	8%	i	-41%[inhibitor]	0%	6%
CCOc1ccc(S(=O)(=O)Nc2cccc(C(=O)NCCCN3CCCC3=O)c2)cc1	1%	-4%	2%	1%	-22%	-4%	19%	-1%
O=C(O)c1cc(-c2ccc(Br)s2)nc2ccccc12	-5%	-3%	-9%	11%	-2%	2%	-27%	9%
CCCCn1c(N)c(N(CCOC)C(=O)c2ccc(OCc3c(C)noc3C)cc2)c(=O)[nH]c1=O	-19%	3%	0%	2%	-21%	-2%	-23%	2%
COc1ccc(N2CC(O)=C(c3nc4ccccc4s3)C2=N)cc1	15%	-16%	12%	-3%	i	0%	31%	2%
O=C(NCc1ccccc1Cl)c1cc2ccccc2oc1=O	-16%	-5%	0%	-4%	-21%	7%	-13%	7%
CCc1cc(-c2n[nH]c(C)c2-c2nc3ccccc3n2C)c(O)cc1O	-12%	-7%	-5%	7%	i	-3%	-2%	-1%

# Next part; the last 5 above are carried over.
mol	EPAC1 antag	TDP-43 yeast inh	EPAC2 antagonist	EPAC2 ag	PTHR1 agonist	aSyn rescue	FUS yeast rescue	EPAC1 agonist
O=C(O)c1cc(-c2ccc(Br)s2)nc2ccccc12	-5%	-3%	-9%	11%	-2%	2%	-27%	9%
CCCCn1c(N)c(N(CCOC)C(=O)c2ccc(OCc3c(C)noc3C)cc2)c(=O)[nH]c1=O	-19%	3%	0%	2%	-21%	-2%	-23%	2%
COc1ccc(N2CC(O)=C(c3nc4ccccc4s3)C2=N)cc1	15%	-16%	12%	-3%	i	0%	31%	2%
O=C(NCc1ccccc1Cl)c1cc2ccccc2oc1=O	-16%	-5%	0%	-4%	-21%	7%	-13%	7%
CCc1cc(-c2n[nH]c(C)c2-c2nc3ccccc3n2C)c(O)cc1O	-12%	-7%	-5%	7%	i	-3%	-2%	-1%
O=C(NC1CCCC1)C(c1cccs1)N(Cc1ccco1)C(=O)c1csnn1 (centres undefined)	-18%	8%	-2%	3%	i	7%	1%	0%
Cc1cccc(OCC(=O)Nc2ccc(C(=O)NCC(C)C)cc2)c1	-15%	21%	3%	6%	-5%	4%	23%	9%
COc1ccc(C(NC(=O)C2CCN(Cc3cc(OC)cc(OC)c3)CC2)c2ccccn2)cc1 (centres undefined)	-10%	5%	4%	8%	i	-2%	-5%	3%
Cc1cc(/C=C2\SC(=O)N(CC(=O)Nc3ccccc3F)C2=O)c(C)n1C	15%	-23%	16%	9%	-12%	-4%	41%	-2%
Cc1cc(Cl)ccc1C(O)c1ncc(-c2ccccc2Cl)[nH]1 (centres undefined)	-13%	18%	-16%	11%	-4%	9%	-16%	-1%
Cc1nnc(SCC(=O)NNC(=O)c2ccccc2)n1N	10%	3%	6%	7%	?	1%	-30%	-2%
CCOC(=O)c1ccsc1NC(=O)c1ccco1	23%	?	5%	2%	i	6%	4%	1%
Cc1ccc2cc(/C=C3\N=C(c4ccccc4)OC3=O)c(N3CCOCC3)nc2c1	-3%	-5%	-16%	1%	i	0%	-3%	3%
COc1ccc(OC)c(CN2CCN(C(=O)CN3C(=O)NC4(CCCC4)C3=O)CC2)c1	11%	21%	-6%	-2%	-13%	2%	7%	3%
CCCC[n+]1ccn(C2=C([O-])c3ccccc3C(=O)/C2=N\S(=O)(=O)c2ccc(Cl)cc2)c1	-10%	0%	2%	-1%	i	0%	-18%	-20%
Cc1ccc(/C=N/NC(=O)Cn2cnc3c2c(=O)n(C)c(=O)n3C)s1	6%	17%	6%	-6%	-1%	5%	-12%	-3%
CC(C)c1ccc(NC(=O)Nc2nc(C(C)N)cs2)cc1 (centres undefined)	-20%	18%	1%	13%	-22%	-8%	-20%	-10%
COc1ccc(-c2nc3c4ccccc4ccn3c2Cc2cccc(F)c2)cc1OC	14%	?	27%	7%	-19%	-3%	41%	1%
O=C(N/N=C/C(Br)=C/c1ccccc1)c1cnccn1	-10%	-5%[1.82 µM]	0%	1%	-55%[inhibitor]	6%	10%	-5%
NC(=S)NN=CCn1cc([N+](=O)[O-])c(=O)[nH]c1=O	-7%	-1%	9%	5%	i	-7%	-3%	-1%
CN1CCN(CC(=O)c2ccccc2F)CC1	-12%	-4%	-4%	9%	-5%	-4%	2%	2%
Cc1nc2ccc(-c3ccccc3)cc2o1	-2%	22%	12%	5%	-14%	-12%	-20%	-2%
COc1cccc(Cl)c1NC(=O)N1CCc2c([nH]c3ccccc23)C1C(F)(F)F (centres undefined)	0%	-3%	-4%	15%	-3%	-1%	15%	2%
COCC(=O)Nc1cc(C(=O)NCC(C)C)ccc1Cl	-4%	-6%	-3%	7%	-1%	-2%	nt	11%
CC1Cc2ccccc2N1C(=O)c1cccnc1 (centres undefined)	-2%	-9%	-3%	12%	-13%	?	-6%	6%
c1coc(-c2cc3nc(NCc4ccc5c(c4)OCO5)ccn3n2)c1	-21%	18µM*	-14%	16%	-32%[inhibitor]	6%	26%	2%
CCCC(O)(CCN1CCCCC1)c1ccc(OCC)cc1 (centres undefined)	3%	-1%	?	0%	-20%	-9%	-25%	-16%
O=C1CCCc2[nH]c3cccc(/C(=C/c4ccccc4)c4ccccc4)c3c21	-3%	-7%	-17%	4%	-5%	10%	33%	2%
COc1nc2ccccc2nc1N1CCN(c2ccc(F)cc2)CC1	6%	23%	-8%	8%	i	-1%	14%	3%

# Structural class: the compounds so far with a thiophene ring, fused or not
mol	EPAC1 antag	TDP-43 yeast inh	EPAC2 antagonist	EPAC2 ag	PTHR1 agonist	aSyn rescue	FUS yeast rescue	EPAC1 agonist
O=C(O)c1cc(-c2ccc(Br)s2)nc2ccccc12	-5%	-3%	-9%	11%	-2%	2%	-27%	9%
O=C(NC1CCCC1)C(c1cccs1)N(Cc1ccco1)C(=O)c1csnn1 (centres undefined)	-18%	8%	-2%	3%	i	7%	1%	0%
CCOC(=O)c1ccsc1NC(=O)c1ccco1	23%	?	5%	2%	i	6%	4%	1%
Cc1ccc(/C=N/NC(=O)Cn2cnc3c2c(=O)n(C)c(=O)n3C)s1	6%	17%	6%	-6%	-1%	5%	-12%	-3%

# Other results:
mol	EPAC1 antag	TDP-43 yeast inh	EPAC2 antagonist	EPAC2 ag	PTHR1 agonist	aSyn rescue	FUS yeast rescue	EPAC1 agonist
CCc1ccc(NC(=O)Cn2c(=O)n(CCC(=O)NC3CCN(Cc4ccccc4)CC3)c(=O)c3ccccc32)cc1	10%	-1%	9%	-7%	-16%	0%	-4%	-8%
O=P(OC1CCCCC1)(OC1CCCCC1)C(O)c1ccccc1 (centres undefined)	7%	-32%[inhibitor]	-1%	-4%	-8%[57.5 µM]	11%	39%	-5%
CC1=C(C)/C(=N\OC(=O)/C=C/c2ccccc2)C=CC1=O	4%	-6%	13%	-1%	-1%	-25%	-30%	-6%
C=CCn1cccc(C(=O)Nc2ccc(F)cc2)c1=O	-6%	?	1%	6%	-48%[inhibitor]	-3%	-27%	1%
CC(=O)c1ccccc1OCC(O)CN1CCN(C(c2ccccc2)c2ccccc2)CC1 (centres undefined)	-19%	5%	-11%	5%	-20%[57.5 µM]	12%	-26%	3%
C/C=C/COC(=O)C1=C(C)NC(=O)NC1c1ccc2c(c1)OCO2 (centres undefined)	3%	-13%	-8%	2%	-4%	-7%	-1%	4%
C[C@@H](CN1C2=NC[C@H](Cc3ccc(O)cc3)N2C[C@H]1Cc1ccc(O)cc1)NC(=O)CCC1CCCCC1	-7%	0%	-3%	0%	14%	2%	4%	-9%
COc1cc(C2C3=C(COC3=O)Oc3cc4c(cc32)OCO4)ccc1OC(C)=O (centres undefined)	7%	0%	6%	3%	-12%	2%	nt	-6%
COC(=O)Cc1ccc(OC2(C)CCN(Cc3ccccc3)C2)cc1 (centres undefined)	8%	6%	-17%	-3%	-22%	3%	-10%	-6%
O=C1COc2ccc(C(=O)CSc3nnc(Cc4cccs4)n3-c3ccccc3)cc2N1	0%	14%	-8%	-2%	-5%	-6%	?	9%
COC(=O)c1cn(NC(=O)c2ccccc2[N+](=O)[O-])c(=O)c2ccccc12	-27%	-8%[9.22 µM]	-12%	1%	-28%	1%	18%	5%
Cc1noc(C)c1CSc1nnc2ccccn12	15%	-12%	5%	-3%	i	-4%	26%	0%
Cc1cc(=O)[nH]c2ccc(Cc3ccccc3)cc12	-9%	-6%	12%	7%	-14%	-1%	-3%	8%
O=C(COC(=O)c1ccc([N+](=O)[O-])o1)Nc1ccc2c(c1)OC(F)(F)O2	-1%	-91%[inhibitor]	19%	-3%	-23%	-65%[inhibitor]	-46%	-7%
COc1ccc(NC(=O)C2(C)CCN2C(=O)C(C)C)cc1F (centres undefined)	0%	23%	-5%	6%	-3%	-4%	-32%	4%
O=C(C(=O)N1CCN(c2ccccc2)CC1)c1ccccc1	2%	?	4%	6%	-15%	-1%	-4%	-7%

# A portion of the library; the hit share may differ from the screen's.
